# Rpn11 block = Rpn11 (PSMD14) deubiquitinase inhibitors, primary screen, biochemical, fluorescence polarization, uHTS | 26S proteasome non-ATPase regulatory subunit 14 (Homo sapiens), O00487 | human 26S proteasome, Ub4-pepOG fluorescence polarization; 20S core pre-blocked with epoxomicin | calls only at 20 µM | hit rate 0.59% among 360,000;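 active = inhibition at 20 µM, scaled to each plate's controls, above about 33%, limit read from the data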
# NadD block = inhibitors of S. aureus NadD, primary screen, biochemical, colorimetric, uHTS. hit rate 0.78% among 360,000. Nicotinate-nucleotide adenylyltransferase NadD (Staphylococcus aureus N315). inhibition, % at 20 µM. purified NadD enzyme, colorimetric absorbance read-out; in the data active = inhibition above about 26%; also: some compounds past the cut are filed as inactive
# SUMO1 PPI mod = modulators of SUMO1 protein-protein interactions, primary screen, biochemical, uHTS | hit rate 0.33% among 360,000 | inhibition, % at 20 µM | AID 602429, 2012 | Small ubiquitin-related modifier 1 (Homo sapiens), P63165 | SUMO1 binding to a labelled peptide, TR-FRET, 1 h; in the data active = inhibition above about 37%
# LMPTP inh = LMPTP phosphatase inhibitors, primary screen, biochemical, fluorescence intensity, uHTS; inhibition, % at 20 µM; recombinant LMPTP-A, OMFP fluorogenic substrate; hit rate 0.22% among 360,000; Low molecular weight phosphotyrosine protein phosphatase (Homo sapiens), P24666;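 active = compounds that cut the enzyme signal by at least half of the control window in the single-dose screen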;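 also: plate controls were DMSO wells with enzyme plus substrate for no effect and substrate without enzyme for full effect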
#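 Assay system: LMPTP-A enzyme. Input: 0.625 nM LMPTP-A final. Probe or stimulus: 400 µM OMFP. Compound dosing: single 20 µM dose. Schedule: 50 min dark incubation at room temperature. Detection: fluorescence intensity of OMFP turnover product. Read-out: percent inhibition versus substrate-only and uninhibited controls. Benchmarks: no-enzyme low control, uninhibited high control.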
# MsrA inh = bovine MsrA enzyme inhibitors, primary screen, biochemical, absorbance, HTS; Methionine sulfoxide reductase A (Bos taurus); purified bovine MsrA, absorbance read-out; hit rate 0.75% among 360,000; inhibition, % at 15.5 µM; AID 651718, 2012; in the data active = inhibition above about 4.5%;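 also: 0% = vehicle wells with enzyme and 100% = reference inhibitor wells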
# Scp-1 inhibitor = Scp-1 phosphatase inhibitors, primary screen, biochemical, colorimetric, uHTS; inhibition, % at 20 µM; Carboxy-terminal domain RNA polymerase II polypeptide A small phosphatase 1 (Homo …; hit rate 0.88% among 340,000; Recombinant Scp1, phosphopeptide, malachite green phosphate absorbance;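 active = inhibition above about 50% at 20 µM, limit read from the data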;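 also: plate controls were DMSO wells with enzyme for no effect and wells lacking enzyme for full effect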
#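 Material: truncated SCP-1 phosphatase (76-261aa) / Buffer or medium: 50 mM Tris acetate pH 5.5, 0.005% Tween-20, 10 mM MgCl2 / Compound dosing: one concentration, 20 µM, with 1.0% DMSO / Incubation: 45 min room-temperature reaction, 5 min colour, 30 min stabiliser / Detection: colorimetric free-phosphate detection, absorbance 630 nm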
# DNMT1 block = human DNMT1 methyltransferase inhibitors, primary screen, biochemical, molecular beacon, fluorescence, HinP1I cleavage, uHTS; DNA (cytosine-5)-methyltransferase 1 (Homo sapiens), P26358; inhibition (reported as % activation of signal), % at 10 µM; hit rate 0.83% among 360,000; AID 588458, 2011; in the data active = inhibition above about 50%
# Target sequence (P26358 504-1616 limits assumed): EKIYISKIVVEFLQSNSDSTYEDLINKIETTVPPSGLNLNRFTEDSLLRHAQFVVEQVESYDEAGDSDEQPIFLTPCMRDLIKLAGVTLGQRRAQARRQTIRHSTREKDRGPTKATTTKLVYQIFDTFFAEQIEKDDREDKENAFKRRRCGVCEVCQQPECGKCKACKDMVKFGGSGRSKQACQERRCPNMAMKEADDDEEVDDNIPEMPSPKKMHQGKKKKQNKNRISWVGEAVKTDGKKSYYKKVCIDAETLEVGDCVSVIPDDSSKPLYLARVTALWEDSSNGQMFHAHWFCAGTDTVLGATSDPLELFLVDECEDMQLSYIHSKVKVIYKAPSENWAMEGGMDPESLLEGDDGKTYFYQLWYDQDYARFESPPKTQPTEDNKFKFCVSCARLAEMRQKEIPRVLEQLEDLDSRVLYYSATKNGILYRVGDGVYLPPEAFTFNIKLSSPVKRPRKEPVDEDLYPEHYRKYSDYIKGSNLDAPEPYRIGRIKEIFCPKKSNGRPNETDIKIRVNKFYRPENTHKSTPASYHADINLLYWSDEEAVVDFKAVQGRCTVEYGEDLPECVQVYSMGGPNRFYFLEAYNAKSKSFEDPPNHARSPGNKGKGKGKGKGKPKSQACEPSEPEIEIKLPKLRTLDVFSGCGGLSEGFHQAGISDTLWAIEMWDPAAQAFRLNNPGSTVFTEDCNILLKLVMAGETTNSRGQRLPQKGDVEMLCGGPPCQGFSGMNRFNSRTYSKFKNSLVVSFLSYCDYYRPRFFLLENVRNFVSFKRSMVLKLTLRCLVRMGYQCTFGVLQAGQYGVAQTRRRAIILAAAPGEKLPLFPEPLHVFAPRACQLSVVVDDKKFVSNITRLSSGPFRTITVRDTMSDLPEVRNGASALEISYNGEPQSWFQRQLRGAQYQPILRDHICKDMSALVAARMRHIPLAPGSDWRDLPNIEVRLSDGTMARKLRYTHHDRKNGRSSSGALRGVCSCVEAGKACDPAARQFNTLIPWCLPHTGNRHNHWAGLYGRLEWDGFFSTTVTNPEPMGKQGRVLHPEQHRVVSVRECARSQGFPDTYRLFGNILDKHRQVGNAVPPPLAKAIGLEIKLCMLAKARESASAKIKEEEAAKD
# CSN deneddyl inh = inhibitors of CSN-mediated cullin deneddylation, primary screen, biochemical, fluorescence polarization, uHTS; COP9 signalosome complex subunit 5 (Homo sapiens), Q92905; Purified CSN, SCF-Nedd8-OG deneddylation; inhibition, % at 12.5 µM; hit rate 0.38% among 360,000; AID 651999, 2013;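 active = pattern-corrected inhibition above about 35%, with an unprinted fluorescence ratio check between 0.5 and 1.5, limit read from the data, passing the limit was not always enough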;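 also: 0% = enzyme with substrate and 100% = substrate without enzyme; some results filed as inactive read as strong as hits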
#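 assay system = purified human Csn5 enzyme expressed in HEK293T cells | amount = 0.24 nM enzyme | buffer or medium = Tris/NaCl/DTT buffer, pH 7.5 | reagent = 10 nM SCFSkp2-Nedd8OG | compound = one concentration, 12.5 µM, 0.25% DMSO | times = 90 min reaction at room temperature | signal = FP | read-out basis = % inhibition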
# Tb MetRS inh = T. brucei MetRS inhibitors, primary screen, biochemical, luminescence; purified T. brucei MetRS, ATP depletion, Kinase-Glo luminescence; hit rate 0.4% among 360,000; inhibition, % at 11.9 µM; AID 624268, 2012;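 active = inhibition above a per-plate cutoff of the control wells' mean inhibition plus 3 SD, cut at about 5.5% in these data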;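 also: 0% = DMSO wells median and 100% = median of wells with control inhibitor compound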
#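 Measured by: Kinase-Glo luciferase luminescence reporting remaining unconsumed ATP. Material: purified T. brucei MetRS enzyme. Doses: 11.9 µM compound single dose, 0.9% DMSO. Medium: HEPES buffer containing pyrophosphatase, BSA, spermine, DTT. Times: 15 min preincubation, 2 h reaction, all 25 °C. Reagent: methionine, ATP and bulk E. coli tRNA.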
# STEP inh = STEP phosphatase inhibitors, primary screen, biochemical, fluorescence intensity, uHTS | AID 588621, 2011 | hit rate 0.25% among 360,000 | inhibition, % at 20 µM | recombinant STEP, OMFP fluorogenic substrate | Tyrosine-protein phosphatase non-receptor type 5 (Homo sapiens), P54829;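 active = inhibition at 20 µM, scaled per plate between control wells, above about 37%, limit read from the data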;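 also: 0% = DMSO with enzyme and substrate and 100% = substrate only without enzyme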
#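 Material: STEP (striatal-enriched tyrosine phosphatase) enzyme, cell-free; Compound dosing: 20 µM single dose in 1% DMSO; Technique: fluorescence read at 480 nm ex / 540 nm em; Times: reaction 20 min, ambient temperature; Medium: 50 mM Bis-Tris pH 6.0 with 2.5 mM DTT and 0.005% Tween 20; Also added: OMFP at 25 µM.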
# * marks the source's active call; other numbers are inactive results; i = inactive; · = not tested or not shown. Outcome played no part in choosing rows, and some 3.9% of all compounds hit somewhere here.
cpd	Compound	Rpn11 block	NadD block	SUMO1 PPI mod	LMPTP inh	MsrA inh
1	CC1(C(=O)NS(=O)(=O)c2ccc(Cl)cc2)CCN1C(=O)C1(c2ccc(Cl)cc2)CCC1 (configuration not stated)	i	-3	3	-2.5	0.3
2	O=C(O)CC(NC(=O)C(F)(F)F)c1ccc2c(c1)OCO2 (configuration not stated)	i	3	0	0.5	0.9
3	CC(C(=O)Nc1ncc([N+](=O)[O-])s1)N1C(=O)c2ccccc2S1(=O)=O (configuration not stated)	i	3	-13	1.5	0.7
4	COc1ccc(NC2CCCN(C(=O)c3cccc(N(C)C)c3)C2)cc1 (configuration not stated)	i	-1	2	-0.1	-0.1
5	Cc1ccc(N=Cc2cc(C)n(C3CCCC3)c2C)cc1	i	-6	-2	-1.5	-1.7
6	CCC(C)[C@H](NC(=O)[C@H](Cc1ccccc1)n1c(=O)[nH]c2ccccc2c1=O)C(=O)NCC1CCC(C(=O)O)CC1 (some centres not stated)	i	4	0	-2.0	-0.3
7	CS(=O)(=O)Nc1ccc2c(c1)[C@H]1C[C@H](CC(=O)NCc3ccccc3)O[C@H](CO)[C@H]1O2	i	-2	3	-2.0	0.0
8	NS(=O)(=O)c1ccc(N/N=C/c2ccccc2Br)cc1	i	-7	60*	3.6	1.6

cpd	Scp-1 inhibitor	DNMT1 block	CSN deneddyl inh	Tb MetRS inh	STEP inh
1	·	3	1	-0.1	3
2	5	8	7	-4.6	-3
3	11	-1	2	-0.4	7
4	-9	-1	2	-0.7	-1
5	-6	-1	-4	0.3	-1
6	-1	-5	2	1.1	-1
7	·	2	3	-0.2	0
8	-2	-3	1	-0.3	-3

# Next part
cpd	Compound	Rpn11 block	NadD block	SUMO1 PPI mod	LMPTP inh	MsrA inh
9	CC(=O)c1ccc(NC(=O)C(Cc2ccccc2)n2cccc2)cc1 (configuration not stated)	i	-4	1	2.0	-1.1
10	CCc1ccc(NC(=O)COc2cccc(-n3cnnn3)c2)cc1	i	-4	7	-0.9	-2.0
11	COc1cccc(OCc2cc(C(=O)N(C)Cc3nc4ccccc4[nH]3)no2)c1	i	-1	-1	1.0	0.6
12	C=CCn1c(C(C)n2c(-c3cnccn3)nc3ccccc32)nc2ccccc21 (configuration not stated)	·	·	-3	-1.0	0.0
13	CC(C)(C)NC(=O)CSc1nc(N)c(-c2ccccc2)c(=O)[nH]1	i	-6	1	-0.4	1.9
14	O=C(Nc1ccc(F)cc1)c1cc(S(=O)(=O)N2CCCCC2)cs1	i	1	1	1.2	-0.9
15	O=C(CN1C(=O)c2ccccc2C1=O)NCc1ccccn1	i	-10	-3	-1.0	-0.3
16	CC(C)CC(=O)Nc1ccc(-c2cn3cccnc3n2)cc1	i	-7	-15	0.1	2.9

cpd	Scp-1 inhibitor	DNMT1 block	CSN deneddyl inh	Tb MetRS inh	STEP inh
9	-11	-1	1	-0.2	-1
10	-3	-1	3	1.2	-2
11	-5	-5	4	3.3	2
12	·	·	2	-0.7	·
13	2	10	1	-1.3	-4
14	-7	18	7	-0.3	7
15	-4	1	1	-1.1	-1
16	-1	1	-3	-1.0	2

# Excerpt, entries 9 to 15
cpd	Compound	Rpn11 block	NadD block	SUMO1 PPI mod	LMPTP inh	MsrA inh
9	CC(=O)c1ccc(NC(=O)C(Cc2ccccc2)n2cccc2)cc1 (configuration not stated)	i	-4	1	2.0	-1.1
10	CCc1ccc(NC(=O)COc2cccc(-n3cnnn3)c2)cc1	i	-4	7	-0.9	-2.0
11	COc1cccc(OCc2cc(C(=O)N(C)Cc3nc4ccccc4[nH]3)no2)c1	i	-1	-1	1.0	0.6
12	C=CCn1c(C(C)n2c(-c3cnccn3)nc3ccccc32)nc2ccccc21 (configuration not stated)	·	·	-3	-1.0	0.0
13	CC(C)(C)NC(=O)CSc1nc(N)c(-c2ccccc2)c(=O)[nH]1	i	-6	1	-0.4	1.9
14	O=C(Nc1ccc(F)cc1)c1cc(S(=O)(=O)N2CCCCC2)cs1	i	1	1	1.2	-0.9
15	O=C(CN1C(=O)c2ccccc2C1=O)NCc1ccccn1	i	-10	-3	-1.0	-0.3

cpd	Scp-1 inhibitor	DNMT1 block	CSN deneddyl inh	Tb MetRS inh	STEP inh
9	-11	-1	1	-0.2	-1
10	-3	-1	3	1.2	-2
11	-5	-5	4	3.3	2
12	·	·	2	-0.7	·
13	2	10	1	-1.3	-4
14	-7	18	7	-0.3	7
15	-4	1	1	-1.1	-1

# The list continues:
cpd	Compound	Rpn11 block	NadD block	SUMO1 PPI mod	LMPTP inh	MsrA inh
17	Nc1ncnc2c1CN(Cc1ccccc1)CC2	i	-3	0	-0.2	0.9
18	Cc1c(N2C(=O)/C(=C/c3ccccc3)SC2=S)c(=O)n(-c2ccccc2)n1C	i	2	-22	0.2	4.5*
19	Cc1cccc(NC(=O)CN2C(=O)CNC2=O)c1	i	-8	1	-0.6	0.1
20	COc1ccccc1CN1C(=O)c2ccncc2C1=O	i	0	-10	-0.6	·
21	CCOC(=O)Cc1csc(NC(=O)CN(C)S(=O)(=O)c2ccc3c(c2)CCC(=O)N3)n1	i	-1	7	-0.7	0.7
22	O=C(/C=C/c1ccc(Cl)c([N+](=O)[O-])c1)c1ccc(O)cc1	i	-7	-5	0.3	3.0
23	Cc1cc2c(NCCc3ccccc3)ncnc2s1	i	-2	4	-1.6	-0.5
24	COCCN(C(=O)COC(=O)CCSc1ccc(F)cc1)c1c(N)n(Cc2ccccc2)c(=O)[nH]c1=O	i	3	0	-1.6	1.9

cpd	Scp-1 inhibitor	DNMT1 block	CSN deneddyl inh	Tb MetRS inh	STEP inh
17	-10	2	2	-0.1	0
18	3	4	-4	-0.9	0
19	-6	2	7	-1.4	3
20	0	-2	1	-0.6	1
21	-3	0	5	-0.6	2
22	-10	5	18	-0.3	-2
23	0	4	-1	-0.9	-1
24	-1	0	-4	-0.4	1

# The listing continues.
cpd	Compound	Rpn11 block	NadD block	SUMO1 PPI mod	LMPTP inh	MsrA inh
25	Cc1ccccc1N1CCN(C2CCCN(C(=O)c3ccnn3C)C2)CC1 (configuration not stated)	i	-1	1	-0.4	0.2
26	Cc1cc(C(=O)OCC(=O)N2CC(C)CC(C)C2)c(C)o1 (configuration not stated)	i	3	2	-0.5	-1.6
27	COc1cccc(NC(=O)c2ccncc2)c1	i	-3	-2	-0.5	-0.3
28	COc1cc(-c2cn(S(=O)(=O)c3cccc4nsnc34)nc2N)cc(OC)c1OC	i	-3	-15	1.0	-0.6
29	CC(=O)N1c2ccc(S(=O)(=O)N3CCCC(C(=O)Nc4ccc(C)cc4C)C3)cc2CC1C (configuration not stated)	i	0	4	-1.2	-0.4
30	O=C(CSc1cccc[n+]1[O-])Nc1cccc(S(=O)(=O)NC2=NCCCCC2)c1	i	4	1	-1.2	-0.1
31	N/C(Cc1ccc(Cl)cc1)=N\OC(=O)c1ccc2ccccc2c1	i	10	-2	1.0	0.2
32	Cc1ccc(CN2CCC2(C)C(=O)NC2CCc3ccccc32)cc1 (configuration not stated)	i	2	0	-0.9	-0.5

cpd	Scp-1 inhibitor	DNMT1 block	CSN deneddyl inh	Tb MetRS inh	STEP inh
25	2	3	-1	-0.1	0
26	6	2	2	-0.2	-7
27	-7	-1	3	0.4	-4
28	-8	-2	3	-1.2	2
29	-16	-3	0	0.9	-3
30	-3	-5	-3	-0.1	-3
31	-5	8	-3	0.3	1
32	·	1	1	-0.3	-2

# SUMO1 PPI mod: entries above that show a hit.
cpd	Compound	Rpn11 block	NadD block	SUMO1 PPI mod	LMPTP inh	MsrA inh
8	NS(=O)(=O)c1ccc(N/N=C/c2ccccc2Br)cc1	i	-7	60*	3.6	1.6

cpd	Scp-1 inhibitor	DNMT1 block	CSN deneddyl inh	Tb MetRS inh	STEP inh
8	-2	-3	1	-0.3	-3

# More structures follow.
cpd	Compound	Rpn11 block	NadD block	SUMO1 PPI mod	LMPTP inh	MsrA inh
33	O=C(NCCc1ccccc1)c1ccc(Br)o1	i	-9	0	-0.5	0.7
34	COc1ccc(Cc2[nH]n3c(=O)c(Cl)c(C)nc3c2-c2ccccc2)cc1	i	16	14	1.2	-0.1
35	CCCNC(=O)c1ccc(N2CCC3(CC2)CC(c2ccccc2)=NO3)c(NC(=O)c2cccc(C)c2)c1	i	22	5	4.7	-1.1
36	O=C(O)/C=C/c1cccc(OCc2ccccc2)c1	i	1	0	-1.3	2.5
37	Nc1nc(=S)c2ncn(C3CCCC3)c2[nH]1	i	-3	0	-12	5.0*
38	CCc1nc2c(OCc3ccc(C(=O)OC)cc3)cccn2c1N(C)C(=O)c1ccc(OC)cc1	i	3	3	0.0	0.2
39	COc1ccc(N=Cc2ccc(-c3ccccc3)o2)cc1	i	-9	-18	0.7	2.4
40	CCOC(=O)c1c(NC(=O)C2CC=CCC2C(=O)O)sc(C)c1CC (configuration not stated)	i	-2	5	-0.8	0.6

cpd	Scp-1 inhibitor	DNMT1 block	CSN deneddyl inh	Tb MetRS inh	STEP inh
33	0	1	-3	-0.3	0
34	-7	1	-9	0.0	14
35	11	-12	-2	-0.2	0
36	-3	-3	-9	-0.1	2
37	-13	-1	4	0.9	2
38	·	-3	2	-0.1	2
39	-10	-3	5	0.0	-4
40	-7	-6	1	-0.4	-3

# Screens: PubChem, several laboratories
